# zVAD death inh: L929 zVAD cell death inhibition; L929 zVAD necroptosis rescue, ATP luminescence, 24 h; with zVAD 60 µM; viability rescue, % at 10 µM; 220,000 tested, 0.38% active;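 active = activation, scaled between plate controls, above about 75%, limit read from the data; inactive = activation under that limit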;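 also: 0% = zVAD with DMSO and 100% = DMSO alone without zVAD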
# EP2 mod: modulators of human EP2 prostaglandin E2 receptor; P43116; 260,000 tested, 0.83% active; EP2-expressing cells, cAMP HTRF FRET, PGE2 co-stimulation; induction, % at 25 µM;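 active = compounds whose cAMP rise, as percent of the full-agonist control response, exceeds 60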;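 also: rat C6 glioma line stably carrying human EP2 under a CMV promoter; the protocol text gives 20 µM as final concentration; 100% = response of wells given 1 µM PGE2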
# EP2 antag: inhibitors of human EP2 prostaglandin E2 receptor; P43116; AID 1422; 260,000 tested, 0.52% active; inhibition, % at 25 µM; C6 glioma cells expressing human EP2, cAMP TR-FRET; cells stimulated with saturating PGE2;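 active = percent inhibition above 40 after rounding to a whole number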;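 also: rat C6 glioma host cells with rolipram phosphodiesterase inhibitor present; the protocol text gives 20 µM as final concentration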
# Runt-CBFb FRET: blocks binding of human RUNX1 Runt domain to CBFb; 220,000 tested, 0.46% active; inhibition, % at 20 µM; Cerulean-Runt/Venus-CBFb FRET ratio 530/480, 1 h; AID 1496; Q01196+Q13951;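 active = inhibition over about 50% at 20 µM in the single-dose screen, limit read from the data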;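 also: 0% = DMSO wells and 100% = excess unlabeled CBFb competitor control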
#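 Doses: 20 µM compound in 1% DMSO | Material: Cerulean-labeled Runt domain protein | Amount: Each fluorescent fusion protein 100 nM | Schedule: Two 1 h room-temperature incubations shielded from light | Measured by: FRET fluorescence | Evaluation: Loss of energy transfer signal | Controls: Unlabeled CBFb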
# RBBP9 inh: blocks human serine hydrolase RBBP9; 220,000 tested, 0.2% active; O75884; inhibition, % at 7.94 µM; recombinant RBBP9, FP-Rh probe fluorescence polarization;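 active = inhibition above the campaign mean of all tested compounds plus 3 SD, cut at about 14% in these data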;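 also: plate controls were DMSO wells with RBBP9 for no effect and wells lacking RBBP9 protein for full effect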
# Target sequence (O75884 whole entry, looked up): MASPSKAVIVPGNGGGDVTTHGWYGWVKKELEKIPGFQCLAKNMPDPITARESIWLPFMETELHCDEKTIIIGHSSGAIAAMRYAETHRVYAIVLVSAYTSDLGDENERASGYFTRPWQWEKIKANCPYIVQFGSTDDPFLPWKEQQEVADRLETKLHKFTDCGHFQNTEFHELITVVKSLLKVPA
#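 Assay system: recombinant human RBBP9; Reagent: Serine-hydrolase probe FP-Rh, 375 nM pre-mixing; Doses: 7.94 µM single dose, 0.794% DMSO; Incubation: 30 min then 45 min, 25 °C; Detection: fluorescence polarization (mP), excitation 525 nm, emission 598 nm; Evaluation: percent inhibition from mP, scaled between DMSO and no-protein wells.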
# Hck Nef HTS: blocks Nef-activated human Hck kinase; inhibition, % at 20 µM; Recombinant Hck-YEEI plus Nef, Z-Lyte FRET kinase assay; 220,000 tested, 0.68% active; P08631; AID 463187;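 active = Hck-Nef kinase inhibition above about 50%, limit read from the data; inactive = inhibition below that limit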;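 also: 0% = DMSO with Hck plus Nef and 100% = Hck alone without Nef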
# Target sequence (P08631 whole entry, looked up): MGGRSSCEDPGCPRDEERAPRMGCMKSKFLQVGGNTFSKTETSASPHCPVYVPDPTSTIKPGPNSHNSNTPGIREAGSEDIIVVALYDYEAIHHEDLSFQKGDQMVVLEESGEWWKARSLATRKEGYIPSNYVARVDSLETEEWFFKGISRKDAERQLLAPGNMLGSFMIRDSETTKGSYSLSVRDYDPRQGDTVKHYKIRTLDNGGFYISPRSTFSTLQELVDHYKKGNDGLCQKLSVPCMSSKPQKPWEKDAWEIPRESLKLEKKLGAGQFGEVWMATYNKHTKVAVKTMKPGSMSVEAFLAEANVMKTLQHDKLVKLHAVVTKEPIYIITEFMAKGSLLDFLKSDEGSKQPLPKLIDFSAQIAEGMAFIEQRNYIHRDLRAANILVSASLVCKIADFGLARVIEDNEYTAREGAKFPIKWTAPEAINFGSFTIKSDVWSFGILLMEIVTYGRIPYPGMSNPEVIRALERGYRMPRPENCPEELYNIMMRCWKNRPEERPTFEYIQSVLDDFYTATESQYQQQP
# PERK inhibitor: inhibitors of human PERK kinase | Q9NZJ5 | CHO PERK-DD fusion, SEAP luminescence translation reporter | inhibition, % at 5.6 µM | 220,000 tested, 0.17% active | AID 1416;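 active = inhibition above the mean inhibition of all tested compounds plus 3 SD, set separately per screening campaign, cut at about 2.9% in these data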;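 also: PERK kinase domain activated by AP20187 dimerizer at 100 nM; 0% = DMSO with dimerizer and 100% = rapamycin at 8.4 µM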
# TNF death inh: TNF-alpha cell death inhibition in Jurkat FADD-/- cells; Jurkat FADD-/- TNF necroptosis rescue, ATP luminescence, 24 h; 0 = TNF only, 100 = no-TNF cells; activation (protection from cell death), % at 10 µM; 220,000 tested, 0.068% active; AID 463075;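 active = activation, meaning protection from cell death, of at least 50% relative to plate controls; inactive = activation below 50%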;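 also: necroptosis triggered by 40 ng/mL TNF-alpha added together with compound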
# Runt-SMMHC FRET: inhibitors of human RUNX1 Runt domain binding to CBFb-SMMHC | AID 1434 | Q01196+Q13951 | Cerulean-Runt/Venus-CBFb-SMMHC FRET ratio 530/480, 1 h | 220,000 tested, 0.74% active | inhibition, % at 20 µM;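 active = mean inhibition across duplicate retests at 20 µM reaching about 50%, limit read from the data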;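 also: 0% = DMSO wells and 100% = wells with excess untagged CBFb-SMMHC; inhibitors lower the FRET ratio by blocking Runt binding to CBFb-SMMHC; some results filed as inactive read as strong as hits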
# An asterisk follows results filed as active; / = no result given; & = joins results of further samples. Not all compounds are listed; the hit share may differ from the screen's.
SMILES,zVAD death inh,EP2 mod,EP2 antag,Runt-CBFb FRET,RBBP9 inh,Hck Nef HTS,PERK inhibitor,TNF death inh,Runt-SMMHC FRET
CC1COc2ccccc2N1C(=O)c1cccnc1Cl (stereo not given),-1.2,27,3,-2,9,7,1.4,-2.1,-8
O=c1[nH]c2ccc(Cl)cc2c(-c2ccccc2)c1N1CCN(CCO)CC1,3.6,6,8,-1,4,1,-1.1,0.4,-1
O=C(Nc1ccccc1F)Nc1cc(S(=O)(=O)N2CCOCC2)ccc1N1CCCC1,-0.8,-16,2,-2,-1,19,0.5,1.6,0
O=C(O)c1ccc2nc(-c3ccccc3)c(-c3ccccc3)nc2c1,1.1,8,12,2,2,3,1.1,1.4,6
CC1(c2ccccc2)CC(C)(C)N2C(=O)Cc3cccc1c32 (stereo not given),-0.3,62*,5,-1,-8,30,0.5,-0.4,-2
COc1ccc(-c2c(=O)n(OCc3ccccn3)c3ccccc3[n+]2[O-])cc1OC,1.0,12,20,-10,-2,1,-0.4,-1.7,2
CCOc1ccc(-c2nc(N)ncc2-c2ccc(OC)cc2)c(O)c1,/,6,9,-5,-3,28,0.0,-5.1,3
CCOc1cc(/C=N/NS(=O)(=O)c2ccccc2)ccc1OS(=O)(=O)c1ccc(C)cc1,0.1,-2,11,-2,-14,17,0.4,1.2,-6
COc1ccc(CC(=O)NCC(c2ccc(OC)cc2)N(C)C)cc1 (stereo not given),0.0,22,11,-1,-5,1,-0.5,0.8,0
O=C(C1=C[C@@H](c2ccc(C(F)(F)F)cc2)C[C@@H](OCc2ccc(CO)cc2)O1)N1CCOCC1,0.0,2,8,-3,5,1,0.5,1.7,-1
CN(C)C(=O)c1nc2ccc(Cl)cn2c1CN1CCCC(OCc2ccccc2)C1 (stereo not given),-0.7,-1,8,0,-5,-35,0.6,0.9,-1
CC1CCCCN1CCNC(=O)CN1C(=O)COc2ccccc21 (stereo not given),1.1,-1,3,0,-3,-2,1.0,0.6,-2
COc1ccccc1CN=Cc1[nH]c2ccc(Br)c(Cl)c2c1O,-0.5,-63,1,1,-6,1,-0.3,-4.6,-1
O=C(CSc1nc2ccccc2c(=O)n1-c1ccc(F)cc1)Nc1ccc(Cl)c(S(=O)(=O)N2CCOCC2)c1,/,4,5,-5,-25,4,-0.6,-8.4,0
CC(=O)c1cnc(Nc2nc(C)c3cc(C)ccc3n2)nc1C,0.3,/,/,/,-1,-1,0.6,-2.4,/
O=C(O)/C=C\C(=O)Nc1ccccc1F,-0.3,10,5,0,2,1,0.6,0.4,-4
CCOC(=O)c1ccc(Nc2nnc(C(C)(C)C)c(=O)[nH]2)cc1,51,-24,13,-1,-7,3,0.0,-4.6,-6
CCNc1ccc(C(=O)OCC)cc1NC(=O)c1cccc(S(=O)(=O)N(C)c2ccccc2)c1,0.5,4,11,1,-9,2,-0.1,-0.2,-2
COc1ccc(/C=N/NC(=O)c2ccccc2O)cc1Cn1cc([N+](=O)[O-])cn1,-0.4,-36,4,3,-10,27,0.6,1.9,-1
Cc1[nH]n(-c2ccc([N+](=O)[O-])cc2)c(=O)c1C=NCCN1CCN(C(=O)C(C)C)CC1,-1.5,-93,8,-1,-8,19,-0.1,-14,2
OCCCc1nc2n(n1)C(c1cccs1)C=C(c1ccc(Br)cc1)N2 (stereo not given),0.5,-29,11,-24,-3,0,-0.8,-4.3,-55
CC(C)CC(=O)NCc1ccc(F)cc1,0.3,10,14,/,0,0,1.0,3.7,-8
COc1ccc(C(=O)C[n+]2ccc(-c3nnc4n3CCC4)cc2)cc1,1.6,14,4,1,1,0,-0.4,1.2,-2
COC(=O)C1(c2ccccc2)NC(c2cccs2)C2C(=O)N(c3ccccc3)C(=O)C21 (stereo not given),0.1,13,14,/,4,-12,-1.0,1.4,/
CCc1nc2ccccc2c2nc3ccccc3n12,0.2,-12,16,2,-7,1,-2.0,-3.6,14
CS(=O)(=O)Nc1ccccc1NS(C)(=O)=O,1.2,-12,6,0,-7,18,1.9,1.9,-4
N#C/C(=C/c1ccc(CNS(=O)(=O)c2ccccc2)o1)C(N)=O,0.6,17,12,1,-4,3,1.2,0.2,1
Cc1nnc(-c2ccccc2)c[n+]1[O-],1.8,26,11,-2,-11,1,-0.8,0.5,2
COC(=O)c1c(N)n(CCCN2CCOCC2)c2nc3ccccc3nc12,0.2,14,13,66*,-8,28,0.1,-0.6,130*
CCn1c(/C=C/N(C)c2ccccc2)[n+](CC)c2ccc(Cl)cc21,-0.1,-11,10,-2,-1,1,0.4,-12,8
O=C(O)CCS(=O)(=O)c1ccccc1Cl,1.4,13,4,1,-6,17,0.5,-0.9,2
COc1ccccc1NC(=O)N(CCN1CCOCC1)Cc1cc2cc(C)cc(C)c2[nH]c1=O,0.3,-4,2,27,-4,21,-2.0,3.0,2
CCN(CC)S(=O)(=O)c1ccc2[nH]c(=O)[nH]c2c1,-0.2,4,3,-2,-7,-16,-0.5,-0.2,5
CCC(=O)N1c2ccccc2NC2=C(C(=O)CC(C)(C)C2)C1c1cccnc1 (stereo not given),3.5,18,5,0,-6,18,-0.5,0.1,-2
Cc1ccc(C(=O)COC(=O)c2ccc3c(c2)C(=O)N(c2cccc4ncccc24)C3=O)cc1,0.3,12,2,3,-2,3,0.5,0.5,7
Cc1sc2nc(C3CC3)nc(SCC(=O)N3CC(=O)Nc4ccccc43)c2c1C,0.5,24,/,-1,-1,-1,0.1,-11,-2
C=CCn1c(C)cc(-c2csc(N)n2)c1C,-0.6,-3,5,10,-2,-1,-0.9,-2.0,-15
C=CCSc1nnc(-c2cc3c(s2)-c2ccccc2CC3)o1,0.1,17,11,-1,-5,7,-0.7,-1.4,7
Clc1ccc(Cl)c(-c2nn3c(Cn4cnc5ccccc54)nnc3s2)c1,-0.2,/,28,/,-8,-1,0.0,-3.1,/
CN(C)c1ccc(NS(=O)(=O)c2cc(Cl)ccc2Cl)cc1,1.7,8,9,11,-6,22,0.6,-1.0,8
O=C(Nc1cccc(Cl)c1N1CCCC1)c1cc2ccccc2o1,0.8,54,8,2,-3,1,-0.9,0.2,-2
CC1CCN(S(=O)(=O)c2ccc3c(c2)c(=O)c(C(=O)NCc2cccs2)cn3C)CC1,/,-36,4,-6,-4,-8,-0.8,-3.9,-10
CN(C)S(=O)(=O)N1CCN(C(=O)N2CCCCCC2)CC1,0.1,15,4,1,-1,-11,-0.3,0.6,0
CCCCCCCC1CC(/C(C)=N/NC(N)=O)OC1=O (stereo not given),/,14,7,-2,-3,6,0.6,-0.7,-2
CC(C)C(=O)Nc1cccc(C(=O)NCCc2ccc(S(N)(=O)=O)cc2)c1,0.4,0,8,-2,-9,0,2.1,-0.8,0
O=C(NNS(=O)(=O)c1ccc(C(F)(F)F)cc1)c1cnn(-c2ccccc2)c1C(F)(F)F,0.8,-30,5,-2,-3,12,0.5,1.0,2
CCCn1c(=S)[nH]c2cc(C(=O)N3CCCC(C(=O)OCC)C3)ccc2c1=O (stereo not given),0.3,-5,8,0,2,2,-0.1,-3.2,4
CC(C)Cc1cc(CN2CCCC(CO)(Cc3cccc(Cl)c3)C2)[nH]n1 (stereo not given),-1.0,-40,6,-1,-3,20,-0.9,4.4,3
Nc1ccccc1-c1nc2ccccc2[nH]1,0.0,-27,6,-1,0,9,0.6,-2.4,3
CCN1CCN(CCNC(=O)C2CCN(Cc3nc(-c4ccc(Cl)cc4)oc3C)CC2)CC1,4.1,7,/,1,-1,2,1.7,-2.3,3

# Additional structures follow.
SMILES,zVAD death inh,EP2 mod,EP2 antag,Runt-CBFb FRET,RBBP9 inh,Hck Nef HTS,PERK inhibitor,TNF death inh,Runt-SMMHC FRET
Cc1cc(=O)cc(C)n1-c1ccc(Cl)cc1,-0.4,19,4,1,-4,0,0.0,-0.9,-3
NC1C2CN(c3nc4c(cc3F)c(=O)c(C(=O)O)cn4-c3ccc(F)cc3F)CC12 (stereo not given),-0.3,42,9,-6,-3,2,-0.3,1.5,-3
CCOC(=O)C1CCCN(c2c(Nc3ccc(C)c(C)c3)c(=O)c2=O)C1 (stereo not given),2.9,-20,11,1,-8,4,0.0,1.6,2
S=C1NCCc2ccccc2C1c1ccccc1Cl (stereo not given),0.5,32,6,-3,7,7,1.2,-2.8,3
O=C(O)C1Cc2ccccc2CN1C(=O)CSc1nnc2ccccn12 (stereo not given),0.8,16,7,-1,-3,19,1.6,0.6,2
O=C(Nc1ccc2nc(-c3cccnc3)[nH]c2c1)c1ccco1,11,-32&-48,18&8,-1,0,1,0.7,-1.4,2
CCCn1nnc(NC(=O)c2ccc3c(c2)OCO3)n1,-0.1,-22,6,1,-1,11,1.0,-1.3,-2
NC(=O)/C(=C\c1ccccc1)NC(=O)/C=C/c1ccccc1,0.3,1,4,0,-2,9,0.5,0.5,1
Cn1c(=O)cc(OCC(=O)NCCC2=CCCCC2)c2ccccc21,2.5,-21,16,-5,2,21,0.2,-1.4,0
N/C(=N\O)c1ccccc1-n1cccc1,1.7,29,6,2,-7,-9,-0.2,-3.4,-2
Cc1ccc(-c2nnc(SCC(=O)N/N=C/c3c(C)nn(-c4ccccc4)c3C)n2-c2ccccc2)cc1,0.6,28,12,-4,-4,0,1.0,1.1,0
Cc1ccc(S(=O)(=O)NC(C)C(=O)Nc2ccccc2C(=O)N2CCCC2)cc1 (stereo not given),-0.4,26,6,0,-11,2,-1.1,-2.3,4
Cc1ccc(S(=O)(=O)N[C@@H](CC(C)C)C(=O)NCc2ccco2)cc1,1.2,8,8,1,1,1,0.3,-2.7,3
CCCCC(CC)C(=O)Nc1ccccc1C#N (stereo not given),0.0,3,3,-1,-7,0,0.7,-1.0,-2
CCCCC(CC)Cn1c2nc3ccccc3nc2c2c(=N)oc(C)nc21 (stereo not given),0.9,56,/,-2,3,57*,1.4,-5.2,-5
CCN(Cc1ccncc1)C(=O)c1cccs1,0.2,2,6,0,-9,3,1.2,-2.8,-5
CCn1c(=O)cc(OCC(=O)NC(C)c2ccc3c(c2)OCCO3)c2ccccc21 (stereo not given),0.4,-20,4,2,2,3,-1.1,-1.8,-4
CN(C)S(=O)(=O)Nc1cccc(Br)c1,0.3&-0.2,4&-4,14&8,0&-1,-7&-7,8&-7,-0.4&0.6,7.8&3.4,-2&-3

# Assay outcomes deposited in PubChem BioAssay by several laboratories.
